# Source: PubChem
# FBPA coupling cs – qHTS Assay for Inhibitors of Fructose-1,6-bisphosphate Aldolase from Giardia Lamblia: Coupling assay counterscreen. AID 2472, 2010. activity change, negative = inhibition, % at 58.2 µM, hits read low. coupling enzyme system counterscreen, AmpLite Red fluorescence. 290,000 compounds, 0.67% hits; in the data active = activity change below about -30%; note: % is set by controls: 0 for no effect and ±100 for the full control effect
#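 Coupling enzymes only (glyceraldehyde-3-phosphate) + compound, at 57.5 uM final, 10 min RT; add substrate/coupling/AmpLite Red mix, 20 min RT; fluorescence ex 525/em 598 nm. Actives flag coupling-system interference.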
# GALK inhibitor – qHTS Assay for Inhibitors of Human Galactokinase (GALK); P51570; Purified GALK, Kinase-Glo residual ATP luminescence; Potency, µM (doses to about 57.5 µM), for inactives: at the top dose activity change, negative = inhibition, usual class: inhibitors; 270,000 compounds, 0.007% hits; note: potency is the fitted concentration of half-maximal effect; % is set by controls: 0 for no effect and ±100 for the full control effect
#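 Compounds were pin-transferred into ATP buffer (35 uM final), then GALK plus galactose (5 nM, 100 uM final) was added. After 1 h at room temperature, Kinase-Glo Plus was added and luminescence read after 10 min.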
# Menin-MLL TR inh – qHTS Assay for Inhibitors Targeting the Menin-MLL Interaction in MLL Related Leukemias: Competition With Texas Red Labeled MLL-derived Mutant Peptide; Menin + Texas Red MLL mutant peptide, fluorescence polarization; Potency, µM (top dose mostly 61.6 µM), for inactives: at the top dose FP activity change, negative = inhibition, hits mostly inhibitors; 270,000 compounds, 0.23% hits; active = well fitted inhibition curve with a large enough effect in the polarisation, with a control signal flat, not every such curve was filed as active; inconclusive = small, poorly fitted or top-dose-only effect, or effect the other way, or a change in a side signal; inactive = no such curve, though single readings can be large or run the other way; the % refers to the polarisation; note: potency is the fitted concentration of half-maximal effect; % of control where 0% means no effect; many of its hits are not listed in these tables
# ASM inhibitor – Inhibitors of Secretory Acid Sphingomyelinase (S-ASM): qHTS; AID 504937, 2011; Potency, µM (doses to about 57.5 µM), without a hit: at the highest dose activity change, negative = inhibition, actives largely listed as inhibitors; Sphingomyelin phosphodiesterase (Homo sapiens), P17405; 340,000 compounds, 0.006% hits; placental ASM, HMU-PC fluorogenic substrate, 60 min; note: potency is the fitted concentration of half-maximal effect
# Target sequence (P17405 47-631 limits assumed): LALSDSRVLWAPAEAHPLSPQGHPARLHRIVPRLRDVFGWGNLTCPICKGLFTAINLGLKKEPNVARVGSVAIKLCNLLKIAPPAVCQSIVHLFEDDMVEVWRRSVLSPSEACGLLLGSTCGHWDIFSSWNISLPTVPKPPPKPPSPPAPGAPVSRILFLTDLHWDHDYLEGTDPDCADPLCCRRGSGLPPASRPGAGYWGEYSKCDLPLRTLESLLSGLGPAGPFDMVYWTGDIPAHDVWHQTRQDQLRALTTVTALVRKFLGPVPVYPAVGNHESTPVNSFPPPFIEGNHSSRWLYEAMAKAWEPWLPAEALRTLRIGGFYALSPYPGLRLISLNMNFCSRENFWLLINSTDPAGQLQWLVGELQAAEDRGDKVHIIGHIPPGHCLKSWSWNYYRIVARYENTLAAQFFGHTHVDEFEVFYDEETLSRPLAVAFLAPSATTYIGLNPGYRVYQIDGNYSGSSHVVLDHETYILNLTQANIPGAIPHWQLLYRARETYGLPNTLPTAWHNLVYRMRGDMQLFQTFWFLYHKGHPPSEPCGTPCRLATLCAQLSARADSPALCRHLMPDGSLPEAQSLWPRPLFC
#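 Fluorogenic HMU-PC substrate (9 uM final) is turned over by placental ASM in 60 min at 37 C after a 10 min compound preincubation. Reaction ended by alkaline stop (pH 10), with fluorescence read at 386/447 nm.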
# Tb PFK inh – qHTS Assay to Find Inhibitors of T. brucei phosphofructokinase; ATP-dependent 6-phosphofructokinase (Trypanosoma brucei brucei), O15648; T. brucei PFK, ADP-Glo luminescence; Potency, µM (doses to about 57.5 µM), for the others: at the top dose activity, negative = inhibition, actives largely listed as inhibitors; 330,000 compounds, 0.17% hits; AID 485367, 2010;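 note: potency is the fitted concentration of half-maximal effect; 0% = uninhibited 1x PFK enzyme wells and -100% = no-enzyme wells; nearly all actives have a fitted effect of over 60% in size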
#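 Luminescent ADP detection (ADP-Glo, two-step: ATP depletion then ADP-to-ATP conversion for luciferase) reported PFK activity after 45 min room-temperature reaction of 1.25 nM enzyme with 0.5 mM F6P and 0.1 mM ATP at pH 8.0.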
# B2AR arrestin – qHTS assay of beta-arrestin-biased ligands of beta2-adrenergic receptor | beta-arrestin recruitment to beta2AR, cell-based reporter | 330,000 compounds, 0.02% hits | Potency, µM (titrated, usually from 46.1 µM), without a hit: at the highest dose activation, usual class: activators | AID 492947, 2010;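 note: potency is the fitted concentration of half-maximal effect; 0% = DMSO controls and full agonism = EC100 isoproterenol or metaproterenol; nearly all actives have a fitted effect of over 65% in size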
# Target sequence (P07550 whole entry, looked up): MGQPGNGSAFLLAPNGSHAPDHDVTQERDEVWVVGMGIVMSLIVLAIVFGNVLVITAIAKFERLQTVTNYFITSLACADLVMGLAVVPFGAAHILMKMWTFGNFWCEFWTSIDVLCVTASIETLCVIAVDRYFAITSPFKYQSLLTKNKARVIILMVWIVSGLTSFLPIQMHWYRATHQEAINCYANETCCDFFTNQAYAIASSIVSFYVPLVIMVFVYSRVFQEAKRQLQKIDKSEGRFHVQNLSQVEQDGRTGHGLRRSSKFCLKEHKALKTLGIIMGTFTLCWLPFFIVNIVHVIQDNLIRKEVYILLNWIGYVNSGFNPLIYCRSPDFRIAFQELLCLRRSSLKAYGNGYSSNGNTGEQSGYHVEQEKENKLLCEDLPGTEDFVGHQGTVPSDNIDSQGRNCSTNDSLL
# BCR signal inh – qHTS Assay to Find Inhibitors of Chronic Active B-Cell Receptor Signaling; ABC-DLBCL IkBa-CBG/CBR reporter, luminescence ratio, 4 h; Potency, µM (series often up to 46.1 µM), without a hit: at the highest dose ratio change, negative = lower green/red ratio, hits mostly inhibitors; 340,000 compounds, 0.05% hits; AID 493014, 2011; active = well fitted inhibition curve with a large enough effect in the signal ratio, with a control signal flat, not every such curve was filed as active; inconclusive = small, poorly fitted or top-dose-only effect, or effect the other way, or a change in a side signal; the % refers to the signal ratio;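 note: potency is the fitted concentration of half-maximal effect; plate controls were basal doxycycline-induced cells for no effect and cells given 10 µM MG132 for full effect; MG132 reads +100%, hits lower the ratio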
#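 Doxycycline induced both beetle luciferases in TMD8 lymphoma cells; IKK-driven degradation limits the IkappaBalpha-fused green signal, while red luminescence normalises for cell number and nonspecific effects. Compounds tested up to 46 uM, 4 hrs.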
# Giardia kill – Small Molecules that selectively kill Giardia lamblia: qHTS | Giardia lamblia trophozoite viability | activity change, % at 7.66 µM, hits read low | 340,000 compounds, 0.15% hits | AID 540267, 2011; in the data active = activity change below about -80%; inconclusive = between about -30% and that limit;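 note: parasites exposed to compound for two days anaerobically before the ATP read; % is set by controls: 0 for no effect and ±100 for the full control effect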
#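 Media and compound were dispensed first, then trophozoites at 100 cells/well; plates sat 48 hrs at 37 deg C without oxygen before ATP luminescence reagent was added and read after 15-30 min at room temperature.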
# a7 integrin act – qHTS for Activators of Integrin-Mediated Alleviation for Muscular Dystrophy | 350,000 compounds, 0.064% hits | AID 624291, 2012 | Potency, µM (series often up to 38.3 µM), inactives show top-dose activation, most hits filed as activators | alpha7betagal myoblasts, beta-gal FDG fluorescence, 48 h;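 note: potency is the fitted concentration of half-maximal effect; 100% = response of the positive control SU9516; nearly all actives have a fitted effect of over 60% in size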
#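 alpha7betagal+/- myoblasts (passage 13, 250/well) treated 48 h at 37C with compounds at 1:260 dilution of DMSO stock. Lysed, then beta-galactosidase activity read as FDG fluorescence (ex 480/em 540) after 30 min, with pre-read for autofluorescence.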
# PKM2 act – qHTS Assay for Activators of Human Muscle isoform 2 Pyruvate Kinase. Pyruvate kinase PKM (Homo sapiens), P14618. purified PKM2, Kinase-Glo ATP luminescence, activation; response scale: 0% is enzyme alone, no compound. Potency, µM (series often up to 57.5 µM), for inactives: top-dose activation, hits mostly activators. 260,000 compounds, 0.34% hits. AID 1631, 2009; note: potency is the fitted concentration of half-maximal effect; % is set by controls: 0 for no effect and ±100 for the full control effect; nearly all actives have a fitted effect of over 55% in size
#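 Purified hPK-M2 (>95% pure) converted ADP (0.1 mM final) to ATP with 0.5 mM PEP in 50 mM imidazole pH7.2, KCl, MgCl2, Tween 20, BSA; 1 h at room temperature. ATP detected by Kinase-Glo luminescence.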
# PTAP TSG101 blk – qHTS Assay for Iinhibitors of HIV-1 Budding by Blocking the Interaction of PTAP/TSG101; 340,000 tested, under 10 active; Fluorescence polarization, FITC-PTAP peptide / Tsg101 binding; Potency, µM (doses to about 115 µM), inactives show at the highest dose activity change, negative = inhibition, usual class: inhibitors; Tumor susceptibility gene 101 protein (Homo sapiens), Q99816; AID 493005, 2010; active = well fitted inhibition curve with a large enough effect in the main read-out, with a control signal flat, not every such curve was filed as active; inconclusive = small, poorly fitted or top-dose-only effect, or effect the other way, or a change in a side signal; inactive = no such curve, though single readings can be large or run the other way; note: potency is the fitted concentration of half-maximal effect; % of control where 0% means no effect
#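 Compounds were pin-transferred onto Tsg101 binding domain (10 uM final) in HEPES pH 7.5 buffer, then FITC-PTAP peptide was added at 50 nM final. After 20 min at RT, polarization reported peptide displacement across a qHTS concentration series.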
# The depositor's hits bear a star; ? = inconclusive; nt = not tested or not shown; [ ] = dose if it differs, or a comment. Unless noted, calls come from the whole dose curve; as a rule, active = well fitted curve in the direction sought with a large enough effect; inconclusive = small, poorly fitted or top-dose-only effect, or another doubt; inactive = no such curve, though single readings can be large; an effect the other way counts as inactive or inconclusive. Only part of the results is shown (hit frequency here may not be typical).
SMILES,FBPA coupling cs,GALK inhibitor,Menin-MLL TR inh,ASM inhibitor,Tb PFK inh,B2AR arrestin,BCR signal inh,Giardia kill,a7 integrin act,PKM2 act,PTAP TSG101 blk
Cc1nnc(SCC(=O)Nc2cccc(C(F)(F)F)c2)[nH]c1=O,10,1%,4%,-1%,-5%,0.5%,-3%,-5,9%,2%,-1%
Cc1sc2ncnc(SCC(=O)N3CCOCC3)c2c1C,nt,nt,nt,-3%,-1%,0.5%,0%,-13,?,nt,-6%
Cc1cn(C2OC(COC(=O)c3ccccc3)C(O)C2Cl)c(=O)[nH]c1=O (stereo not given),-1,7%,-2%,6%,2%,-0.1%,-1%,-22,-14%,-1%,-3%
CCNC(=O)C12CCC(C)(C(=O)C1Br)C2(C)C (stereo not given),2,nt,-13%,-2%,1%,0.2%,3%,-4,15%,-2%,-2%
COc1ccnc(Oc2ccccc2)c1-c1ncn[nH]1,0,-3%,4%,-1%,0%,-0.9%,7%,?,-20%,-2%,-2%
COC(=O)c1cc(-c2ccc(S(=O)(=O)N3CCCCC3)cc2)c(C(F)(F)F)s1,2,nt,nt,-1%,2%,0.1%,9%,?,4%,0%,3%
Cc1cc(NC(=O)c2ccc(S(=O)(=O)N(C)CC3CCCO3)cc2)no1 (stereo not given),2,-1%,-2%,0%,0%,0.3%,14%,8,18%,1%,-1%
CN1CCN(c2ccc(NC(=O)c3ccc(Cl)cc3Cl)cc2)CC1,1,-3%,-4%,-1%,-3%,0.3%,4%,-13,-42%,1%,-3%
CCOc1ccc(C2/C(=C(/O)c3ccc4c(c3)CC(C)O4)C(=O)C(=O)N2CC2CCCO2)cc1 (stereo not given),nt,-1%,nt,-2%,-5%,-0.2%,-1%,-17,8%,nt,-2%
O=C(NCc1ccc(Cl)cc1)c1cccc2c1C(=O)N(CC1CCCO1)C2 (stereo not given),0,nt,-8%,-3%,1%,0.1%,-3%,-8,2%,1%,-1%
CCOc1ccc(NS(=O)(=O)c2ccc(N)cc2)cc1,1,2%,-5%,3%,-6%,-0.1%,1%,5,1%,-4%,-4%
CCC1CCCCN1C(=O)c1cc(-c2ccc(Cl)c(Cl)c2)on1 (stereo not given),0,2%,-6%,-8%,-1%,6.0%,?,10,6%,-2%,nt
CN(Cc1cccc(C(F)(F)F)c1)Cc1nc(-c2cnccn2)no1,1,2%,-2%,4%,2%,-1.1%,-5%,12,0%,-13%,-5%
CC(C)=C1Cc2ccccc2C1=O,1,2%,2%,1%,0%,-0.2%,3%,3,-10%,-4%,-5%
CCCn1c(N)c(C(=O)CSc2ncn[nH]2)c(=O)n(C)c1=O,nt,nt,nt,-1%,-10%,-0.2%,5%,-18,-6%,nt,-2%
NC(=O)Nc1ccc(Nc2ccccc2)cc1,0,1%,nt,-1%,0%,0.3%,0%,-12,8%,18%,-3%
Cc1cnc(NC(=O)c2ccc(-c3ccc([N+](=O)[O-])cc3)o2)s1,nt,nt,nt,3%,-3%,0.1%,2%,16,-7%,nt,-3%
CCOc1ccccc1N(CC(=O)NC1CCCC1)S(=O)(=O)c1ccc(C)cc1,-3,5%,-22%,6%,-21%,-0.2%,17%,-9,16%,nt,-1%
COc1ccc(Cc2nnc(NC(=O)c3ccco3)s2)cc1OC,5,0%,18%,-1%,-1%,0.0%,8%,5,-16%,2%,0%
Cc1cccnc1NC1(C(F)(F)F)N=C2SCCN2C1=O (stereo not given),1,0%,-4%,0%,1%,-0.4%,1%,-11,?,0%,-4%
Cc1ccc(-n2c(=S)[nH]c3c(oc4ccccc43)c2=O)cc1C,2,0%,3%,-8%,-6%,2.6%,-16%,18,-4%,0%,0%
COc1ccccc1C(=O)NC(=O)CSc1nnc(C)s1,nt,5%,nt,-1%,-2%,-0.7%,3%,-6,?,0%,-4%
COc1ccc(Cl)cc1NC(=O)CN(C)C(=O)Cc1ccc2c(c1)CCC2,-19,3%,4%,-1%,-2%,-0.3%,?,2,?,0%,-6%
Cc1noc(C)c1COC(=O)c1ccc(-c2nc3ccccc3s2)s1,6,-5%,11%,30%,0%,-0.3%,4%,-3,2%,-5%,-3%
CC1CCCC(C)N1C(=O)COC(=O)/C=C/c1ccc(Br)o1 (stereo not given),nt,nt,nt,-3%,?,-0.4%,2%,-23,0%,nt,0%
COc1ccc(C(C#N)c2ccc(Cl)nn2)cc1 (stereo not given),1,0%,4%,-6%,2%,-0.2%,5%,-9,-1%,12%,-2%
CCCCNC(=O)Nc1cc(C)on1,-1,-1%,3%,-2%,-3%,-3.1%,6%,-9,0%,-10%,-6%
C/C(=N\NC(=O)c1cccc([N+](=O)[O-])c1)c1cccs1,1,-2%,nt,-2%,-6%,-0.7%,-12%,10,6%,-1%,-9%
Cc1c(Br)c([N+](=O)[O-])nn1CC(=O)Nc1ccc(C(C)C)cc1,1,1%,?,-4%,?,0.2%,-2%,8,-15%,nt,-1%
CC1Sc2ccc(S(=O)(=O)CCC(=O)N3CCN(c4cccc(Cl)c4)CC3)cc2NC1=O (stereo not given),nt,0%,nt,-7%,?,-1.0%,-3%,27,-35%,nt,-3%
CN(Cc1ccccc1)C(=O)Cn1cccc1C(=O)c1ccccc1,0,0%,-4%,0%,-8%,0.3%,2%,3,-16%,1%,-5%
COc1ccc(-c2nnc(SCCOc3cccc(C)c3)n2N)cc1,4,-2%,24%,-5%,0%,0.2%,?,5,-10%,-3%,-6%
CC1CC(C)CN(C(=O)COc2cccnc2[N+](=O)[O-])C1 (stereo not given),nt,nt,nt,8%,-7%,-0.1%,-5%,-15,-13%,nt,-4%
CCOC(=O)c1c(-c2ccccc2)csc1NC(=S)NC(=O)c1ccccc1,-1,1%,?,-12%,-6%,0.0%,-5%,7,-12%,-7%,-3%
COc1cccc(C(=O)NCCNC(=O)c2ccccn2)c1,1,6%,7%,1%,-3%,-0.1%,-14%,17,0%,nt,1%
O=C(COc1ccccc1[N+](=O)[O-])Nc1ccc2oc(=O)ccc2c1,nt,-4%,nt,-1%,0%,0.5%,-4%,11,5%,1%,-2%
CCOC(=O)c1c(CN2CCOCC2)n(-c2ccccc2)c2cc(Br)c(O)cc12,-9,1%,11%,3%,1%,-1.0%,-14%,0,-2%,1%,-2%
CCN(CC)C(=O)Cn1cc(C(=O)C(=O)NCCc2c[nH]c3ccccc23)c2ccccc21,1,10%,35%[activator],-6%,-9%,0.5%,?,?,-4%,3%,-4%
Cc1ccccc1-c1nc(S(=O)(=O)c2ccc(Br)cc2)c(NCc2cccnc2)o1,-4,-4%,7%,-9%,-2%,-0.4%,?,9,14%,0%,-3%
COC(=O)CSc1nnc([C@H](CC(C)C)NC(=O)OC(C)(C)C)o1,-3,-3%,-16%,-3%,0%,0.1%,15%,1,4%,6%,-3%
COc1ccc(CCn2c(C)cc(C(=O)CSc3nnnn3-c3ccccc3)c2C)cc1OC,0,-2%,8%,2%,-4%,-1.0%,0%,-9,1%,20%,-4%
O=C(/C=C/Nc1ccccc1C(=O)O)c1cccs1,-5,2%,1%,5%,7%,-1.5%,?,-1,-33%,-17%,-2%
COc1ccc(N/C(C)=C2/C(=O)C(=O)N(CCO)C2c2ccc(Br)cc2)cc1 (stereo not given),7,-1%,1%,-14%,2%,0.2%,0%,11,-36%,2%,-6%
N/C(=N\OC(=O)c1ccc(Br)cc1)c1cccc([N+](=O)[O-])c1,-3,2%,?,-3%,-6%,-0.9%,4%,1,0%,3%,0%
